NRP1-CendR mod: modulators of CendR peptide binding to human neuropilin-1 | inhibition, % at 25 µM | O14786 | 360,000 tested, 0.85% active | AID 602438 | FAM-RPARPAR peptide binding to NRP-1, fluorescence polarization;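 active = inhibition or corrected inhibition above about 18%, plus a signal ratio from 0.5 to 1.5, limit read from the data, passing the limit was not always enough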; note: strong numbers were not always called active
STEP inh: inhibitors of human striatal-enriched phosphatase STEP; inhibition, % at 20 µM; recombinant STEP, OMFP fluorogenic substrate, fluorescence; 360,000 tested, 0.25% active; P54829;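 active = inhibition at 20 µM, scaled per plate between control wells, above about 37%, limit read from the data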;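 note: 0% = DMSO with enzyme and substrate and 100% = substrate only without enzyme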
Target sequence (P54829 whole entry, looked up): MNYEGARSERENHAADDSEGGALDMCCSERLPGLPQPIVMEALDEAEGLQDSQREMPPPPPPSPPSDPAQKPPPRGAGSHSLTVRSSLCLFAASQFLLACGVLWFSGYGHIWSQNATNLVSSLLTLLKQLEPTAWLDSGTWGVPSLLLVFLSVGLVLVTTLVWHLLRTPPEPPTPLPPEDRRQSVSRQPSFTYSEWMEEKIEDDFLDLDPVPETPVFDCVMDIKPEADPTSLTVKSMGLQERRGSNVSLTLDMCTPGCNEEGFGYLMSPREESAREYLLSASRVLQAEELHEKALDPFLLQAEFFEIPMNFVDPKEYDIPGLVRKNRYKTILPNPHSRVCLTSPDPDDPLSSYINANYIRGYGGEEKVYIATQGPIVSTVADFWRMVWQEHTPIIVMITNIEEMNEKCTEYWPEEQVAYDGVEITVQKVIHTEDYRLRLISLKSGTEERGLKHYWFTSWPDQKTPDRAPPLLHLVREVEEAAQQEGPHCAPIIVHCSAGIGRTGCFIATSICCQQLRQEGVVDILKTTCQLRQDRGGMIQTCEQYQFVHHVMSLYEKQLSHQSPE
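medium = Bis-Tris buffer pH 6.0, 2.5 mM DTT, 0.005% Tween 20 | test system = STEP (striatal-enriched tyrosine phosphatase) enzyme, cell-free | measure = normalized % inhibition | compound dosing = 20 µM, 1% DMSO | also added = 25 µM OMFP | schedule = reaction 20 min, ambient temperature | measured by = fluorescence read at 480 nm ex / 540 nm em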
SUMO1 PPI mod: SUMO1-SIM interaction modulation. 360,000 tested, 0.33% active. inhibition, % at 20 µM. SUMO1 binding to a labelled peptide, TR-FRET, 1 h; in the data active = inhibition above about 37%
Target sequence (P63165 whole entry, looked up): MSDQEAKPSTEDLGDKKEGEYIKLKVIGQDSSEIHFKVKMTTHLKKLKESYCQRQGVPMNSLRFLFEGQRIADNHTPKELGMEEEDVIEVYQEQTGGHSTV
eLon inh: E. coli protease La inhibition. P0A9M0. purified E. coli Lon protease, fluorescence polarization. inhibition, % at 7.94 µM. 360,000 tested, 0.42% active. AID 602123; in the data active = inhibition above about 13%, passing the limit was not always enough;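 note: 0% = enzyme with probe and DMSO and 100% = no enzyme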
bovine MsrA act: activates bovine MsrA enzyme; 360,000 tested, 0.3% active; purified bovine MsrA, absorbance read-out; AID 602163; activation, % at 10.6 µM; in the data active = activation above about 7.5%;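 note: 0% = vehicle and 100% = reference activator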
LMPTP inh: blocks human LMPTP phosphatase | P24666 | recombinant LMPTP-A, OMFP fluorogenic substrate, fluorescence intensity | inhibition, % at 20 µM | 360,000 tested, 0.22% active | AID 651560;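 active = compounds that cut the enzyme signal by at least half of the control window in the single-dose screen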;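 note: plate controls were DMSO wells with enzyme plus substrate for no effect and substrate without enzyme for full effect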
Target sequence (P24666 whole entry, looked up): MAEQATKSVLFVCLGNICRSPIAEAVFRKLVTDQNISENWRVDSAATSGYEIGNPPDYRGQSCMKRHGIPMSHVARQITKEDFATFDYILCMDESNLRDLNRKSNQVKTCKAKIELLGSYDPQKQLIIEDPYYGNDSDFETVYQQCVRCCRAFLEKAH
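Assay system: LMPTP-A phosphatase enzyme | Input: 0.625 nM enzyme | Also added: Fluorogenic phosphatase substrate OMFP at 400 µM final | Compound dosing: One test concentration per compound, 20 µM, with 3% DMSO overall | Schedule: 50 min enzyme reaction at room temperature, protected from light | Signal: Fluorescence intensity | Benchmarks: no-enzyme and uninhibited controls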
MsrA inh: bovine MsrA inhibition. AID 651718. 360,000 tested, 0.75% active. inhibition, % at 15.5 µM. purified bovine MsrA, absorbance read-out; in the data active = inhibition above about 4.5%;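 note: 0% = vehicle wells with enzyme and 100% = reference inhibitor wells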
DNMT1 inh: blocks human DNA methyltransferase DNMT1; P26358; inhibition (reported as % activation of signal), % at 10 µM; DNMT1 molecular beacon, Hinp1I cleavage, fluorescence; 360,000 tested, 0.83% active; AID 588458; in the data active = inhibition above about 50%
Scp-1 inhibitor: inhibitors of human Scp-1 phosphatase | Q9GZU7 | Recombinant Scp1, phosphopeptide, malachite green phosphate absorbance | inhibition, % at 20 µM | 340,000 tested, 0.88% active;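 active = inhibition above about 50% at 20 µM, limit read from the data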;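 note: plate controls were DMSO wells with enzyme for no effect and wells lacking enzyme for full effect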
Target sequence (Q9GZU7 76-261 limits assumed): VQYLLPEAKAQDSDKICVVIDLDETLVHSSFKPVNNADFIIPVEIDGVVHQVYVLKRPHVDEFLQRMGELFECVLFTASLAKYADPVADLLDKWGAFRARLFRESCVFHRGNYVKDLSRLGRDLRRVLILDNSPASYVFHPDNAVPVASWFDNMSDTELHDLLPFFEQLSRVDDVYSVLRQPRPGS
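Test system: SCP-1 phosphatase catalytic domain, residues 76-261; measured by: colorimetric phosphate reagent with accelerator and stabiliser, absorbance at 630 nm; timing: enzyme reaction 45 min at room temperature, colour 5 min, stabilisation 30 min; also added: Phosphorylated 17-residue peptide substrate; compound dosing: one concentration, 20 µM, with 1.0% DMSO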
TbMetRS inhib: blocks T. brucei methionyl-tRNA synthetase activity; purified T. brucei MetRS, ATP depletion, Kinase-Glo luminescence; inhibition, % at 11.9 µM; 360,000 tested, 0.4% active;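 active = inhibition above a per-plate cutoff of the control wells' mean inhibition plus 3 SD, cut at about 5.5% in these data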;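 note: 0% = DMSO wells median and 100% = median of wells with control inhibitor compound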
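Material: parasite MetRS enzyme / Replication: singlicate, one well per compound / Signal: luminescence of leftover ATP / Schedule: 2 h aminoacylation at 25 °C after 15 min preincubation / Medium: HEPES-MgCl2-KCl buffer plus DTT, spermine, BSA, pyrophosphatase / Doses: 11.9 µM single point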
* = called active by the depositor.

`CCOCc1cnc(C)nc1NCC(=O)c1c(C)[nH]c2cc(C)ccc12` gave NRP1-CendR mod -9, STEP inh -3, SUMO1 PPI mod 1, eLon inh -4, bovine MsrA act -13, LMPTP inh -1.6, MsrA inh -0.8, DNMT1 inh 4, Scp-1 inhibitor 25 and TbMetRS inhib -1.2.
For CC1Cn2c(Cc3ccccc3)nnc2S1 (centres undefined) the results were NRP1-CendR mod -14, STEP inh -1, SUMO1 PPI mod 4, eLon inh -6, bovine MsrA act -1, LMPTP inh -1.3, MsrA inh 0.1, DNMT1 inh 1 and TbMetRS inhib -0.3.
O=C(CN(CCc1ccccc1)C(=O)Cn1nnc(-c2cccs2)n1)NCc1ccco1 was read as NRP1-CendR mod 1, STEP inh -2, SUMO1 PPI mod 1, eLon inh -2, bovine MsrA act -1, LMPTP inh -0.2, MsrA inh 1.5, DNMT1 inh -4, Scp-1 inhibitor -9 and TbMetRS inhib 0.4.
Screening O=C(Nc1ccc(Cl)cc1)Nc1ccc2c(c1)OCO2 returned NRP1-CendR mod 11, STEP inh -2, SUMO1 PPI mod -3, eLon inh 1, bovine MsrA act -4, LMPTP inh -0.8, MsrA inh -0.2, DNMT1 inh 3, Scp-1 inhibitor -5 and TbMetRS inhib 0.0.
For CCC1SC2=NC(C)=C(C(=O)OCCOC)C(/C=C/c3ccccc3OC)N2C1=O (centres undefined) the results were NRP1-CendR mod -8, STEP inh -4, SUMO1 PPI mod 2, eLon inh -7, bovine MsrA act -4, LMPTP inh 0.6, MsrA inh -0.1, DNMT1 inh -14, Scp-1 inhibitor 58* and TbMetRS inhib -0.1.
For Cc1ccc(-n2ncc3c(=O)n(CC(=O)N4CCCc5ccccc54)cnc32)cc1C the results were NRP1-CendR mod -11, STEP inh 1, SUMO1 PPI mod 2, eLon inh 9, bovine MsrA act 0, LMPTP inh 2.7, MsrA inh 0.1, DNMT1 inh -2, Scp-1 inhibitor -7 and TbMetRS inhib -0.7.
For CS(=O)(=O)c1ccc(N)c(SSc2cc(S(C)(=O)=O)ccc2N)c1 the results were NRP1-CendR mod -2, STEP inh 4, SUMO1 PPI mod 3, eLon inh -9, bovine MsrA act 14*, LMPTP inh -0.7, MsrA inh 1.1, DNMT1 inh -3, Scp-1 inhibitor 17 and TbMetRS inhib -0.3.
`Cc1cccc(NC(=O)CSc2nc3ccccc3nc2N2CCCC2)c1C` gave NRP1-CendR mod -9, STEP inh 2, SUMO1 PPI mod -2, eLon inh 0, bovine MsrA act -1, LMPTP inh -1.8, MsrA inh 0.6, DNMT1 inh 17, Scp-1 inhibitor -9 and TbMetRS inhib -0.3.
`Cc1cc(C)nc(NNC2=CC(=[N+]3CCCCC3)CC(C)(C)C2)n1` gave NRP1-CendR mod 13, STEP inh -4, SUMO1 PPI mod -4, eLon inh 2, bovine MsrA act -11, LMPTP inh 0.5, MsrA inh 2.6, DNMT1 inh 1, Scp-1 inhibitor -7 and TbMetRS inhib -1.1.
For COc1ccccc1C1CC(=O)Oc2ccc(C(C)(C)C)cc21 (centres undefined) the results were NRP1-CendR mod -14, STEP inh 1, SUMO1 PPI mod 12, eLon inh -9, bovine MsrA act -2, LMPTP inh 4.3, MsrA inh -0.3, DNMT1 inh 9, Scp-1 inhibitor 7 and TbMetRS inhib 0.5.
CCC(C)(C)n1nnnc1C(c1cccs1)N1CCCCC1 (centres undefined) was read as NRP1-CendR mod 4, STEP inh -4, SUMO1 PPI mod 2, eLon inh 4, bovine MsrA act -2, LMPTP inh 5.9, MsrA inh 0.2, DNMT1 inh 2, Scp-1 inhibitor -6 and TbMetRS inhib -0.6.
Screening COc1ccc(N=Cc2[nH]c3ccccc3c2O)cc1 returned NRP1-CendR mod -209, STEP inh 1, SUMO1 PPI mod -17, eLon inh -5, bovine MsrA act -2, LMPTP inh 0.4, MsrA inh -0.7, DNMT1 inh -3, Scp-1 inhibitor -1 and TbMetRS inhib -0.6.
`CCCc1nc2ccc(NC(C)=O)cc2c(=O)n1Cc1ccc(Cl)cc1` gave NRP1-CendR mod 0, STEP inh -1, SUMO1 PPI mod -1, eLon inh 0, bovine MsrA act -7, LMPTP inh 1.0, MsrA inh 0.5, DNMT1 inh -1, Scp-1 inhibitor -1 and TbMetRS inhib -0.6.
For N/C(=N\N=C\c1cccs1)SC1CC(=O)N(c2ccc(Br)cc2)C1=O (centres undefined) the results were NRP1-CendR mod -3, STEP inh -1, SUMO1 PPI mod 1, eLon inh -9, bovine MsrA act -12, LMPTP inh 1.5, MsrA inh 2.7, DNMT1 inh 8, Scp-1 inhibitor 1 and TbMetRS inhib 0.7.
For CN(C)c1ccc(NC(=O)Cn2ncn3c(cc4ccccc43)c2=O)cc1 the results were NRP1-CendR mod -5, STEP inh -3, SUMO1 PPI mod -9, eLon inh -10, bovine MsrA act 0, LMPTP inh 11, MsrA inh -0.7, DNMT1 inh -26, Scp-1 inhibitor -3 and TbMetRS inhib 0.1.
`COc1ccccc1/C=C(/NC(=O)c1ccccc1)C(=O)NCCCn1ccnc1` gave NRP1-CendR mod 15, STEP inh -1, SUMO1 PPI mod -3, eLon inh -24, bovine MsrA act -2, LMPTP inh -2.2, MsrA inh 0.0, DNMT1 inh 2, Scp-1 inhibitor -1 and TbMetRS inhib 0.1.
For CCCN(CC(=O)Nc1ccccc1C)C(=O)c1ccc(N2CCCC2)c([N+](=O)[O-])c1 the results were NRP1-CendR mod -4, STEP inh 6, SUMO1 PPI mod -23, eLon inh -3, bovine MsrA act 0, LMPTP inh 1.5, MsrA inh 1.5, DNMT1 inh 1, Scp-1 inhibitor -1 and TbMetRS inhib -0.1.
Cc1cc(=O)n(CC(=O)NC2CC2)c2c1c(C)nn2-c1ccccc1 was read as NRP1-CendR mod 4, STEP inh 1, SUMO1 PPI mod -12, eLon inh -12, bovine MsrA act -3, LMPTP inh 0.4, DNMT1 inh 6, Scp-1 inhibitor -5 and TbMetRS inhib -0.3.
For Cc1oc2ccc(NS(=O)(=O)c3ccc(C(C)(C)C)cc3)cc2c1C(=O)Nc1ccccc1 the results were NRP1-CendR mod -4, STEP inh 3, SUMO1 PPI mod -1, eLon inh -5, bovine MsrA act -4, LMPTP inh 3.8, MsrA inh 0.3, DNMT1 inh -15, Scp-1 inhibitor -5 and TbMetRS inhib -1.2.
COc1cccc(CN2CC(C(=O)NCc3cnn(C)c3)CCC2=O)c1 (centres undefined) was read as NRP1-CendR mod 12, STEP inh -1, SUMO1 PPI mod 0, eLon inh -2, bovine MsrA act -5, LMPTP inh -1.2, MsrA inh -0.1, DNMT1 inh 0, Scp-1 inhibitor -2 and TbMetRS inhib -0.2.
For CCn1c(CSCc2ccc(C)cc2)nnc1SCC(=O)NCc1ccccc1 the results were NRP1-CendR mod 8, STEP inh -4, SUMO1 PPI mod -2, eLon inh -5, bovine MsrA act -2, LMPTP inh -0.9, MsrA inh 0.6, DNMT1 inh 1, Scp-1 inhibitor 0 and TbMetRS inhib -1.1.
Screening CC1CCN(C(C(=O)Nc2ccc3c(c2)OCO3)c2ccccc2)CC1 (centres undefined) returned NRP1-CendR mod -4, STEP inh -3, SUMO1 PPI mod 4, eLon inh -3, bovine MsrA act -1, LMPTP inh -0.9, MsrA inh -1.6, DNMT1 inh 1, Scp-1 inhibitor -6 and TbMetRS inhib -0.1.
Screening CC(=O)c1ccc(NC(=O)c2ccc(CSc3ccccc3)o2)cc1 returned NRP1-CendR mod 17, STEP inh 0, SUMO1 PPI mod -3, eLon inh -9, bovine MsrA act -4, LMPTP inh 2.7, MsrA inh -1.7, DNMT1 inh -10, Scp-1 inhibitor -13 and TbMetRS inhib 0.2.
`Cc1cccc(NC(=S)NCc2ccc(F)cc2)c1` gave NRP1-CendR mod -12, STEP inh 2, SUMO1 PPI mod -2, eLon inh -3, bovine MsrA act -1, LMPTP inh -0.2, MsrA inh -0.6, DNMT1 inh -1, Scp-1 inhibitor 2 and TbMetRS inhib -0.4.
COc1ccc(C(=O)OCC(=O)c2c[nH]c3ccccc23)c(OC)c1 was read as NRP1-CendR mod 4, STEP inh 0, SUMO1 PPI mod 4, eLon inh -11, bovine MsrA act -3, LMPTP inh 0.7, MsrA inh 0.2, DNMT1 inh -7, Scp-1 inhibitor -11 and TbMetRS inhib 0.1.
Screening Cc1nc(C)c(C(=O)OCC(=O)NCc2ccccc2Cl)s1 returned NRP1-CendR mod -5, STEP inh 0, SUMO1 PPI mod 2, eLon inh -3, bovine MsrA act -1, LMPTP inh -1.5, MsrA inh 0.9, DNMT1 inh 1, Scp-1 inhibitor 2 and TbMetRS inhib -0.3.
`COCc1cc(N2CCCC2)nc(-c2ccccc2)n1` gave NRP1-CendR mod 16, STEP inh 0, SUMO1 PPI mod 3, eLon inh -2, bovine MsrA act -2, LMPTP inh 0.6, MsrA inh -1.0, DNMT1 inh -1, Scp-1 inhibitor -1 and TbMetRS inhib -0.2.
Screening O=[N+]([O-])c1ccc(CN2CC(N3CCN(CCO)CC3)CS2(=O)=O)cc1 (centres undefined) returned NRP1-CendR mod 16, STEP inh -2, SUMO1 PPI mod -13, eLon inh -1, bovine MsrA act -1, LMPTP inh -1.1, MsrA inh 0.0, DNMT1 inh 8 and TbMetRS inhib 1.0.
For O=C(NCCCn1ccnc1)C(Cc1ccc([N+](=O)[O-])cc1)N1C(=O)c2ccccc2C1=O (centres undefined) the results were NRP1-CendR mod 7, STEP inh -2, SUMO1 PPI mod -16, eLon inh -5, bovine MsrA act -6, LMPTP inh -2.6, MsrA inh 0.3, DNMT1 inh 1, Scp-1 inhibitor 1 and TbMetRS inhib -1.0.
Screening CCOC(=O)C1=CCC(c2cc3ccc(OC)cc3n2C(=O)OC(C)(C)C)NC1 (centres undefined) returned NRP1-CendR mod -8, SUMO1 PPI mod -5, LMPTP inh 1.2, MsrA inh 1.0 and TbMetRS inhib -0.6.
Cc1ccc(C(=O)NCC(=O)OCC(=O)c2ccc(C)c([N+](=O)[O-])c2)cc1 was read as NRP1-CendR mod 0, STEP inh 0, SUMO1 PPI mod -12, eLon inh -9, bovine MsrA act -3, LMPTP inh 0.1, MsrA inh 1.1, DNMT1 inh -1, Scp-1 inhibitor -8 and TbMetRS inhib -0.6.

Compound activity from PubChem.

Outcome played no part in choosing rows; overall some 4.3% were active at least once.
